Compound activity (PubChem BioAssay)
PfGluPho inh – PfG6PD (Plasmodium falciparum) enzyme inhibition. inhibition, % at 20 µM. actives 0.78% (n = 350,000). PfGluPho enzyme, NADPH resazurin-diaphorase fluorescence;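 active means inhibition reaching at least a set limit at 20 µM in the primary screen, cut at about 59% in these data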;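 further: 0% = DMSO wells with substrate and 100% = DMSO wells lacking glucose-6-phosphate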
NALP3 yeast inh – blocks the NALP3 inflammasome reconstituted in yeast; inhibition, % at 10 µM; Yeast reconstituted NLRP3/ASC/caspase-1, beta-gal luminescence, 24 h; actives 0.39% (n = 330,000);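 active means inhibition of 50% or more; inactive means inhibition below 50%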;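 further: plate controls were induced DMSO wells for no effect and uninduced yeast grown without galactose for full effect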
Apaf1 inhib – human Apaf-1 inhibition; O14727; reconstituted apoptosome caspase-3 activity, DEVD-Rh110 fluorescence; inhibition, % at 20 µM; actives 0.71% (n = 330,000); AID 489030; active means inhibition of at least 40% at 20 µM;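 further: plate controls were DMSO wells for no effect and DEVD-CHO caspase inhibitor wells for full effect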
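Material: reconstituted apoptosome with Apaf-1, cytochrome c, caspase-9, procaspase-3, dATP. Technique: Rh110 fluorescence intensity. Buffer or medium: pH 7.5 Hepes buffer with CHAPS, BSA, DTT. Times: 30 min plus 50 min, RT.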
HKDC1 inh – blocks human hexokinase HKDC1 activity | Q2TB90 | recombinant HKDC1, G6PDH/diaphorase resazurin coupled fluorescence | inhibition, % at 20 µM | actives 0.16% (n = 340,000);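 active means inhibition above about 35% when tested at 20 µM, limit read from the data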;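 further: plate controls were DMSO wells with enzyme for no effect and DMSO wells lacking enzyme for full effect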
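Test system: Recombinant HKDC1 (HK5) hexokinase enzyme, produced in-house | Input: HKDC1 at 5 µg/mL | Buffer or medium: Tris pH 8.0 buffer with MgCl2, Tween-20, BSA, BME | Schedule: 90 min reaction incubation at room temperature, dark | Technique: Resazurin-to-resorufin fluorescence via G6PDH and diaphorase coupling, 525/613 nm | Controls: DMSO wells with and without enzyme mix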
SENP8 block-1 – SENP8 (human) protease inhibition. AID 602440. recombinant SENP8, Nedd8 substrate fluorescence. inhibition, % at 20 µM. actives 0.64% (n = 360,000); in the data active means inhibition mostly above about 40%, no sharp cut-off; inactive means mostly below about 27%
Target sequence (Q96LD8 whole entry, looked up): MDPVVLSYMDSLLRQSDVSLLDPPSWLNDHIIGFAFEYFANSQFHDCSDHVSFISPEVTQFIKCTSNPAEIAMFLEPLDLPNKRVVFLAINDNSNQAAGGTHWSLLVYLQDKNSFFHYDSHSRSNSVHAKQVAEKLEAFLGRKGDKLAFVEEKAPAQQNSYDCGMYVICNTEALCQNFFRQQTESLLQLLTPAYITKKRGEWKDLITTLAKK
SENP1 inh – SENP1 (human) catalytic domain inhibition; Q9P0U3; recombinant SENP1 catalytic domain, CyPet-SUMO1-YPet FRET cleavage; inhibition, % at 10 µM; actives 0.21% (n = 360,000);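 active means inhibition at least 30% at 10 µM, raw YFP signal under a set limit, fluorescence ratio 0.5 to 1.5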;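 further: 0% = enzyme with DMSO and 100% = no enzyme wells; some results filed as inactive read as strong as hits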
Target sequence (Q9P0U3 419-644 limits assumed): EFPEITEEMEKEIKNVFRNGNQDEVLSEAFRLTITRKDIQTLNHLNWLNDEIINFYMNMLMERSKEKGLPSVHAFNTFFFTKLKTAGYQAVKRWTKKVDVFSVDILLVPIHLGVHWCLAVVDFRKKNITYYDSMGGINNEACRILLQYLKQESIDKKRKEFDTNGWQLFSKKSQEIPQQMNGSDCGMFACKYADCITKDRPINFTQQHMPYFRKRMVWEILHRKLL
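system = hSENP1 catalytic domain, recombinant | reagent = SFCypet-SUMO1-SFYpet substrate at 25 nM | doses = one dose per compound, 10 µM, 0.5% DMSO | incubation = enzyme reaction for 50 min at room temperature, dark | measured by = FRET, CFP and YFP emission | controls = no-enzyme low, enzyme-DMSO high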
SENP6 block – SENP6 protease inhibition; Recombinant SENP6 catalytic domain, aminoluciferin luminescence; Q9GZR1; actives 1.8% (n = 330,000); inhibition, % at 10 µM;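 active means inhibition above about 50% at the single tested dose, limit read from the data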;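 further: plate controls were DMSO wells with enzyme for no effect and DMSO wells lacking enzyme for full effect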
Target sequence (Q9GZR1 628-1112 limits assumed): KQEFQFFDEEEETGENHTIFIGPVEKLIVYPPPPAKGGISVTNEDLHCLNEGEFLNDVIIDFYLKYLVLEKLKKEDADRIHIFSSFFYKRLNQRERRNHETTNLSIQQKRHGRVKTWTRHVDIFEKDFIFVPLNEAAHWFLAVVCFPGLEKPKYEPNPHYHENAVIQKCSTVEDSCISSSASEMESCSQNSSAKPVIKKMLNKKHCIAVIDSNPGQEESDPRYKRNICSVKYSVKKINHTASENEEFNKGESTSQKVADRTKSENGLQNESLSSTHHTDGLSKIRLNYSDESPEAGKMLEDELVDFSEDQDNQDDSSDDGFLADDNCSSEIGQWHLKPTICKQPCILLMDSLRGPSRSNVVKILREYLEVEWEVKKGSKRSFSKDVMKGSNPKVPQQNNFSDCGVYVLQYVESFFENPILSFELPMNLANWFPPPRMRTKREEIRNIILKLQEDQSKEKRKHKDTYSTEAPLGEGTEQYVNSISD
SENP8 block-2 – blocks the human protease SENP8. Q96LD8. purified SENP8, Z-RLRGG-aminoluciferin cleavage, luminescence. inhibition, % at 10 µM. actives 1.2% (n = 330,000). AID 2540; in the data active means inhibition above about 50%
SENP7 block – blocks the human protease SENP7; Q9BQF6; actives 1.5% (n = 330,000); recombinant SENP7, Z-RLRGG-aminoluciferin luminescence, 40 min; AID 434973; inhibition, % at 5 µM;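 active means inhibition above about 50% at the single test dose, limit read from the data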;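 further: plate controls were DMSO with enzyme for no effect and no enzyme buffer wells for full effect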
Active calls of the source: *; x = no result given.

SMILES | PfGluPho inh | NALP3 yeast inh | Apaf1 inhib | HKDC1 inh | SENP8 block-1 | SENP1 inh | SENP6 block | SENP8 block-2 | SENP7 block
COc1cc(C(CCN2CCOCC2)c2c(OC)cc(OC)c3c(-c4ccccc4)cc(=O)oc23)cc(OC)c1OC (stereo not drawn) | 15 | x | 35 | 5 | -24 | 0 | x | x | -2
O=C(NCc1ccco1)C1CCCN(S(=O)(=O)c2cc(Cl)ccc2Cl)C1 (stereo not drawn) | -6 | 8 | 12 | -7 | -4 | 2 | 14 | 4 | 6
O=C(COc1ccc(Br)cc1)NNC(=O)Cc1ccc(S(=O)(=O)N2CCOCC2)s1 | -18 | x | x | 4 | 3 | 0 | x | x | x
CC(C)(C)OC(=O)N1CCC[C@H]1c1nnc(SCC(=O)Nc2cccc(Cl)c2)o1 | 16 | 6 | -17 | 6 | -8 | 0 | 3 | 7 | 2
O=C(NC(NC(=S)Nc1c(Cl)cccc1Cl)C(Cl)(Cl)Cl)OCc1ccccc1 (stereo not drawn) | 8 | 5 | 16 | -4 | 4 | 2 | -25 | -12 | 0
O=C(NNC(=S)Nc1ccccc1)c1ccc2ncccc2c1 | -5 | 15 | 3 | 0 | -10 | 1 | 2 | 15 | 43
COCC(=O)N(C)C[C@H]1N[C@@](C)(C(=O)OC)[C@H]2C(=O)N(Cc3ccccc3)C(=O)[C@@H]12 | 18 | 3 | -1 | 0 | 6 | -2 | 0 | -6 | 1
COc1ccc(CCNC(=O)CSCC(=O)Nc2cc(S(C)(=O)=O)ccc2Cl)cc1 | 2 | 22 | 7 | -5 | -7 | 4 | -2 | -4 | 10
Cc1ccc(-c2cc(C(=O)Nc3nccs3)c3ccccc3n2)o1 | 15 | -3 | 16 | 1 | -291 | -30 | -18 | -14 | -9
CC1(C)CC2C1CCC1(O)CC2(C)CCC1N(O)c1ccc(C(=O)NCCO)cn1 (stereo not drawn) | 34 | 12 | 9 | -2 | 25 | 3 | 7 | -11 | 10
Cc1cccc(-c2nc(=S)c3c(n2Cc2ccco2)CCCC3)c1 | 40 | 18 | 7 | 17 | 2 | 1 | -4 | 5 | -2
O=C(CNC(=O)c1ccccc1)NC1(C(=O)NC2CCCC2)CCCCC1 | -18 | 6 | -6 | -2 | -1 | 1 | -14 | -13 | -6
CN1/C(=C\C(=O)Nc2ccc(F)cc2)C(C)(C)c2ccccc21 | 38 | 5 | 15 | -4 | -3 | 3 | 21 | 4 | 11
O=C(NCc1cccs1)c1ccccc1[N+](=O)[O-] | -3 | 3 | -14 | -8 | 13 | 1 | -19 | -1 | -7
CCn1c(=S)sc2c(=O)[nH]c(SCC(=O)Nc3cc(OC)ccc3OC)nc21 | 4 | 19 | 11 | 11 | 16 | 1 | 7 | 5 | -2
CCOC(=O)CNC(=O)c1ccc(SCC)cc1 | -6 | 3 | -14 | -2 | 25 | 3 | 15 | 3 | 22
CCCCn1c(N)c(N(CCOC)C(=O)COc2ccc(Cl)cc2)c(=O)[nH]c1=O | -7 | 17 | 4 | -6 | -6 | 1 | -25 | -2 | 6
CC(C)(C)OC(=O)N1CCC(CC2CC(c3ccccc3)=NO2)(C(=O)O)CC1 (stereo not drawn) | -9 | 2 | 2 | -6 | 19 | 4 | -2 | -12 | -13
COc1ccc([C@@H]2C[C@@H](c3ccccc3)Oc3cc(C)cc(C)c32)cc1 | 12 | 14 | 4 | 0 | 10 | -2 | -14 | 6 | -2
C/C(CS(=O)(=O)c1ccc(Cl)c(Cl)c1)=N/NC(N)=S | 16 | 19 | -12 | -3 | 31 | 2 | -15 | 1 | 0

5 compounds picked at random from those above:
SMILES | PfGluPho inh | NALP3 yeast inh | Apaf1 inhib | HKDC1 inh | SENP8 block-1 | SENP1 inh | SENP6 block | SENP8 block-2 | SENP7 block
Cc1ccc(-c2cc(C(=O)Nc3nccs3)c3ccccc3n2)o1 | 15 | -3 | 16 | 1 | -291 | -30 | -18 | -14 | -9
O=C(NC(NC(=S)Nc1c(Cl)cccc1Cl)C(Cl)(Cl)Cl)OCc1ccccc1 (stereo not drawn) | 8 | 5 | 16 | -4 | 4 | 2 | -25 | -12 | 0
CCn1c(=S)sc2c(=O)[nH]c(SCC(=O)Nc3cc(OC)ccc3OC)nc21 | 4 | 19 | 11 | 11 | 16 | 1 | 7 | 5 | -2
CN1/C(=C\C(=O)Nc2ccc(F)cc2)C(C)(C)c2ccccc21 | 38 | 5 | 15 | -4 | -3 | 3 | 21 | 4 | 11
COc1ccc([C@@H]2C[C@@H](c3ccccc3)Oc3cc(C)cc(C)c32)cc1 | 12 | 14 | 4 | 0 | 10 | -2 | -14 | 6 | -2

Remaining list, next part:
SMILES | PfGluPho inh | NALP3 yeast inh | Apaf1 inhib | HKDC1 inh | SENP8 block-1 | SENP1 inh | SENP6 block | SENP8 block-2 | SENP7 block
CCN(CC)c1cc2nonc2c2nonc12 | 5 | -8 | -15 | -10 | 14 | 4 | -12 | -5 | -8
O=C(Nc1ccnn1C1CCN(C/C=C/c2ccccc2)CC1)c1ccccc1Cl | -4 | 7 | -61 | -4 | -2 | 1 | -15 | -6 | -7
CC(=O)c1ccc(N2CCC(c3cc(-c4ccc(Cl)cc4)n[nH]3)CC2)c([N+](=O)[O-])c1 | 11 | 5 | 28 | 3 | 8 | 2 | -16 | -10 | -12
Cc1ccc(C(=O)NCc2ccc3c(c2)CCO3)cc1C | -4 | 28 | 0 | -6 | 21 | -4 | -14 | -6 | 1
O=C(c1ccc([N+](=O)[O-])o1)N1CCc2ccccc2C1 | -6 | 21 | -20 | 1 | 20 | 0 | -10 | -3 | 9
COc1ccc(C(=O)Nc2cccc(N(C)S(C)(=O)=O)c2)cc1OC | -5 | 11 | -6 | -3 | 16 | 1 | -9 | 6 | -11
Cc1ccc(S(=O)(=O)N2CCOCC2)cc1NC(=O)COC(=O)CCC(=O)c1cccs1 | -3 | 14 | 0 | -4 | 2 | 2 | 1 | 3 | 3
COc1ccc(N(CC(=O)Nc2c(C)n(C)n(-c3ccccc3)c2=O)S(=O)(=O)c2ccc(F)cc2)cc1 | -6 | 18 | 9 | 1 | 31 | 1 | -15 | -6 | -5
CCOC(=O)N1CCN(C(=O)CCSCCc2ccncc2)CC1 | -19 | 13 | 2 | 1 | 17 | -2 | 12 | 2 | 0
COc1cccc(C(=O)Nc2ccc3nc(N4CCN(c5ncccn5)CC4)cc(C)c3c2)c1OC | x | 13 | 31 | x | x | x | -6 | 11 | 2
COc1ccc(-c2cc(=O)oc3cc(OCC(=O)NCC(O)c4ccccc4)ccc23)cc1 (stereo not drawn) | 11 | 21 | 13 | -6 | -147 | 2 | -3 | -8 | 2
NC(=NCCc1c[nH]c2ccccc12)NS(=O)(=O)c1ccc(F)cc1 | -11 | 1 | -46 | -4 | 11 | 0 | 0 | -9 | -8
Cc1nn(CC(=O)NCc2cccs2)c(=O)c2nn(-c3ccccc3)c(C)c12 | 7 | 11 | 2 | 5 | 22 | 0 | -6 | 0 | -3
COc1ccc(Cn2cnc3sccc3c2=O)cc1 | -22 | 10 | -12 | -6 | 12 | 1 | 5 | 5 | 0
CCc1ccc(NC(=O)C2CCN(S(=O)(=O)c3c(C)noc3/C=C/N(C)C)CC2)cc1 | 14 | 9 | 12 | 6 | 11 | 2 | -1 | -8 | 10
COc1cc(C=O)ccc1OCCCCOc1ccccc1[N+](=O)[O-] | 19 | 16 | 8 | 1 | 22 | 1 | -13 | -8 | -7
C=CCN(CC=C)S(=O)(=O)c1ccc(NC(=S)NC(=O)/C=C/c2ccc(C)cc2)cc1 | -9 | 13 | 18 | -1 | 24 | 2 | -2 | 2 | 6
COc1ccc2c(c1)OC[C@H]1[C@H]2N2C(=O)CN(Cc3ccc(C)cc3)C(=O)[C@@]2(C)[C@H]1c1ccccc1 | 2 | 23 | 16 | 4 | 15 | 1 | 14 | -9 | -4
CC1Sc2ccc(C(=O)Nc3ccc(S(=O)(=O)N(C)C)cc3)cc2NC1=O (stereo not drawn) | 4 | 3 | 14 | 1 | -13 | 5 | -12 | 0 | 1
CC(C)(C)C(=O)OCc1cn(-c2ccc(Cl)cc2)nn1 | 18 | 32 | 7 | -8 | -1 | 5 | -1 | -2 | 5
COC(=O)C1CCCCN1C(=O)CCc1nnc(CCc2c[nH]c3ccccc23)o1 (stereo not drawn) | -16 | 5 | 8 | -2 | 2 | -1 | -13 | -12 | 1
COc1ccc2nc(C)cc(SCC(=O)N/N=C/c3c(OC)ccc4ccccc34)c2c1 | -5 | x | x | 13 | -166 | -2 | x | x | x
Cc1cccc(OCC(=O)NCC(=O)n2nc(C)cc2C)c1 | -9 | 0 | 0 | 6 | 21 | -1 | -7 | -6 | -6
O=C(COC(=O)c1cccnc1Cl)NC1CCCc2ccccc21 (stereo not drawn) | 5 | 14 | 2 | -10 | 2 | -1 | -9 | -11 | -10
CNC(=O)NC(=O)C(OC(=O)Cc1cccc(C(F)(F)F)c1)c1ccccc1 (stereo not drawn) | -3 | 16 | 20 | -4 | -1 | 5 | -3 | -2 | 5
COc1ccccc1C1CCN(Cc2cccc([N+](=O)[O-])c2)CC1 | 14 | 16 | 11 | 1 | 14 | -2 | -22 | -7 | -9
CCOC(=O)c1ccc(-c2ccc(/C=N/NC(=O)CN(c3cccc(C)c3)S(C)(=O)=O)o2)cc1 | 3 | -5 | 2 | -7 | -376 | -11 | 9 | 6 | 6
O=C(c1ccccc1)N1CCCC(C(=O)N2CCc3ccccc3C2)C1 (stereo not drawn) | -7 | 5 | 9 | -3 | 21 | 1 | 16 | 2 | 8
CCOC(=O)c1ccccc1NC(=O)c1ccc(NS(C)(=O)=O)cc1 | -22 | 16 | -3 | -13 | -55 | 1 | 1 | -6 | -12
Cc1ccc(/C=C2\SC(=S)N(CC(=O)Nc3cccnc3)C2=O)cc1 | 1 | -5 | 0 | 4 | 31 | 1 | -1 | -6 | 47
COc1ccc(-n2nc(C(=O)Nc3cc(OC)c(OC)c(OC)c3)c3ccccc3c2=O)c(OC)c1 | 2 | 13 | 29 | -2 | 15 | 2 | -6 | 4 | 10
CC12CN3CCN(CC(C3)/C1=N\N=C1/C3CN4CCN(C3)CC1(C)C4)C2 | -1 | 18 | -7 | -7 | 2 | 0 | -1 | -4 | -3
CCN(CC)C(=O)C(=O)c1cccn1-c1ccccc1C#N | 14 | 10 | 6 | -5 | 12 | 1 | 15 | 5 | 11
CC(C)CCn1c(COc2ccccc2)n[nH]c1=S | 0 | 7 | 7 | -10 | 5 | 0 | 0 | 4 | 1
COc1cc(C(=O)N(C)CCOc2ccc(C)cc2)ccc1OC1CCN(C(C)=O)CC1 | -2 | 8 | 3 | -4 | 11 | 1 | -6 | 5 | -7
COc1cc(C(=O)N/N=C(\c2ccccc2)c2ccccn2)cc(OC)c1OC | -4 | -2 | 6 | -4 | 11 | -1 | 6 | 3 | 9
COc1ccc(OCCCC(=O)Nc2cccc([N+](=O)[O-])c2C)cc1 | -10 | 24 | 2 | -8 | 30 | 1 | -1 | -4 | -2
O=C(Nc1cc(Br)ccc1O)C1CC(c2c(F)cccc2Cl)=NO1 (stereo not drawn) | 13 | -16 | 5 | 1 | 4 | 4 | -3 | -1 | -6
c1ccc2c(c1)oc1c(NCCCN3CCOCC3)ncnc12 | -2 | 15 | -1 | -5 | 23 | 0 | -4 | 2 | 4
